High-throughput results as filed in PubChem BioAssay.
PLAP inhibition: inhibition of human placental alkaline phosphatase – biochemical, luminescence, HTS (AID 690). actives 0.08% (n = 96,000). purified PLAP, luminescent substrate; higher % means a stronger effect. inhibition, % at 20 µM; hits with a dose series show IC50 in µM; in the data active = a potency from the dose series; inactive = the rest, 99 in 100 with inhibition below about 30%; note: strong numbers were not always called active
MRP resist rev: compounds reversing MRP-mediated drug resistance; H69AR cells + 2 uM doxorubicin, CellTiter-Glo, 72 h; differential viability (reversal), % at 10 µM; actives 0.04% (n = 85,000); AID 602;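 active = viability drop by adding the cancer drug above about 55%, with treated viability meeting a 40% cutoff, limit read from the data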;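 note: viability without doxorubicin minus viability with 2 µM doxorubicin for each compound; larger differential means the compound sensitizes cells more to doxorubicin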
IL1B NFkB inh: blocks IL-1B driven NFkB nuclear translocation in HUVEC cells | HUVEC IL-1B NFkB p65 nuclear translocation imaging | inhibition, % at 2 µM | actives 0.43% (n = 94,000);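 active = inhibition above about 30% together with a positive call from visual inspection of the well image, limit read from the data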;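 note: nuclear over cytoplasmic p65 intensity ratio measured by imaging; 0% = IL-1B stimulated DMSO wells and 100% = unstimulated DMSO wells; values of inactives mirror those of a sister screen read the other way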
NFkB transloc pot: enhances IL-1B driven NFkB nuclear translocation. activation, % at 2 µM. actives 0.3% (n = 94,000). HUVEC IL-1B NFkB p65 nuclear translocation imaging. AID 819;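 active = activation above 40%, about the mean plus 3 SD, also judged a hit on visual image review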;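 note: percent activation is computed from the nuclear over cytoplasmic p65 intensity ratio; values of inactives mirror those of a sister screen read the other way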
Bcl-B displacement: displacers of TR3 peptide from Bcl-B, primary screen, selectivity assay for Bfl-1 inhibitor project, biochemical, fluorescence polarization. displacement, % at 20 µM; hits with a dose series show IC50 in µM. actives 0.11% (n = 96,000). AID 748. FP displacement of FITC-TR3 peptide from Bcl-B; higher % means a stronger effect;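 active = displacement above 50% at 20 µM plus a fluorescence interference ratio under 1.5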;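 note: plate controls were wells without compound for no effect and wells lacking Bcl-B protein for full effect; a part of the inactive calls stands beside numbers as strong as those of hits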
MRP resist rev cytotoxicity: also measured in MRP resist rev; calls as there; viability, %; H69AR cells, CellTiter-Glo, 72 h; measured here: cytotoxicity without doxorubicin
MRP resist rev with doxorubicin: second read-out of MRP resist rev, no call of its own (marks repeat the call); viability, %; measured here: viability with 2 uM doxorubicin; active compounds read low
IL1B NFkB inh cell count 2 µM: further read-out of IL1B NFkB inh, marked with its call; cell count; measured here: cells passing quality filter;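 raw number of nuclei counted in each imaged well without normalization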
NFkB transloc pot cell count 2 µM: recorded beside NFkB transloc pot, whose call it bears; cell count; measured here: cells passing quality filter
The depositor's hits bear a star; · = not tested or not shown. An excerpt, so the mix of outcomes need not match the whole.

(1) COc1ccc(C2C3=C(CCCC3=O)Nc3nc4ccccc4n32)cc1OC (stereo unspecified)
(2) COc1ccc(-c2nnnn2-c2ccccc2OC)cc1
(3) Cc1ccc(C)c(N(C(=O)Cn2nnc(-c3cccs3)n2)C(C(=O)NC2CC2)c2ccc(C)o2)c1 (stereo unspecified)
(4) CCOC(=O)CSc1ccc(-c2nc3cc(C)c(C)cc3[nH]2)cn1
(5) C=CCNc1nc(N)c(C(=C(C#N)C#N)c2ccccc2)s1
(6) Cn1c(=O)oc2cc(S(=O)(=O)Nc3cccc(C(=O)O)c3)ccc21
(7) Cn1c(-c2ccc(C(C)(C)C)cc2)n[nH]c1=S
(8) COC(=O)c1sc(NC(=O)c2csc3c2CCCC3)nc1C
(9) CCC(=O)Nc1nc(-c2ccccc2)ns1
(10) O=C(NN1C(=O)c2ccccc2NC1c1ccccn1)c1ccc(Br)cc1 (stereo unspecified)
compound no.	1	2	3	4	5	6	7	8	9	10
PLAP inhibition	·	·	-36.1%	1.1%	-4.8%	-24.2%	9.8%	5.9%	·	-14.2%
MRP resist rev	-1.6	-29.2	4.3	5.6	·	-4.4	·	-6.2	8.9	·
MRP resist rev cytotoxicity	94.5	21.6	84.2	83.9	·	93.1	·	50.2	84.0	·
MRP resist rev with doxorubicin	96.0	50.8	79.9	78.3	·	97.5	·	56.5	75.1	·
IL1B NFkB inh	10.1	8.7	·	-1.2	-10.6	5.6	-34.5	-9.7	-23.5	-13.3
IL1B NFkB inh cell count 2 µM	158	193	·	153	138	190	109	128	131	132
NFkB transloc pot	-10.1	-8.7	·	1.2	10.6	-5.6	34.5	9.7	23.5	13.3
NFkB transloc pot cell count 2 µM	158	193	·	153	138	190	109	128	131	132
Bcl-B displacement	·	·	11.4%	-22.4%	14.6%	-5.8%	0.0%	-1.7%	·	-8.5%

(11) O=C1CN(C(=O)COC(=O)C2CCN(S(=O)(=O)c3ccccc3C(F)(F)F)CC2)c2ccccc2N1
(12) CCOC(=O)CN1NC2(CCC(C)CC2)NC1=S (stereo unspecified)
(13) CCC(C(=O)O)n1c(C(F)(F)F)nc2ccccc21 (stereo unspecified)
(14) COCCSc1nnc(NC(=O)Cc2cccs2)s1
(15) COc1ccc(C(=O)N2CCC(N3CCN(c4ccccc4)CC3)CC2)cc1OC
(16) CCOC(=O)C1=C(C)OC(N)=C(C#N)C1c1cc(OC)c2c(c1)OCO2 (stereo unspecified)
(17) NC(=O)C1(N2CCCCC2)CCN(C2CC(=O)NC2=O)CC1 (stereo unspecified)
(18) COC(=O)Nc1ccc(S(=O)(=O)N2CCN(CCN3C(=O)C4C5C=CC(C5)C4C3=O)CC2)cc1 (stereo unspecified)
(19) Cc1ccc(C)c(NC(=O)c2ccc3c(c2)N(Cc2ccc(F)cc2)C(=O)CS3=O)c1 (stereo unspecified)
(20) CCOC(=O)CSCc1cn2cc(Cl)ccc2n1
compound no.	11	12	13	14	15	16	17	18	19	20
PLAP inhibition	-92.2%	17.4%	5.2%	·	-21.9%	10.1%	·	-15.2%	-51.0%	18.8%
MRP resist rev	·	-5.6	9.0	-2.2	2.4	8.9	-5.4	1.2	12.3	·
MRP resist rev cytotoxicity	·	87.3	96.7	95.7	100.5	88.2	106.3	79.9	93.3	·
MRP resist rev with doxorubicin	·	92.9	87.7	98.0	98.0	79.2	111.7	78.6	81.1	·
IL1B NFkB inh	6.1	10.2	-8.9	13.6	·	-5.5	-16.4	-10.7	·	7.0
IL1B NFkB inh cell count 2 µM	141	175	162	98	·	82	105	195	·	193
NFkB transloc pot	-6.1	-10.2	8.9	-13.6	·	5.5	16.4	10.7	·	-7.0
NFkB transloc pot cell count 2 µM	141	175	162	98	·	82	105	195	·	193
Bcl-B displacement	1.6%	10.2%	2.4%	·	-1.7%	-13.5%	·	3.4%	-1.1%	6.5%

Structures shown so far with a thiophene ring, fused or not (three):
(3) Cc1ccc(C)c(N(C(=O)Cn2nnc(-c3cccs3)n2)C(C(=O)NC2CC2)c2ccc(C)o2)c1 (stereo unspecified)
(8) COC(=O)c1sc(NC(=O)c2csc3c2CCCC3)nc1C
(14) COCCSc1nnc(NC(=O)Cc2cccs2)s1
compound no.	3	8	14
PLAP inhibition	-36.1%	5.9%	·
MRP resist rev	4.3	-6.2	-2.2
MRP resist rev cytotoxicity	84.2	50.2	95.7
MRP resist rev with doxorubicin	79.9	56.5	98.0
IL1B NFkB inh	·	-9.7	13.6
IL1B NFkB inh cell count 2 µM	·	128	98
NFkB transloc pot	·	9.7	-13.6
NFkB transloc pot cell count 2 µM	·	128	98
Bcl-B displacement	11.4%	-1.7%	·

Continuation:
(21) CCOC(=O)C1C(=O)CC(=O)CC1CC(C)SCC (stereo unspecified)
(22) CC(=O)Nc1ccc(S(=O)(=O)N[C@H](C(=O)O)C(C)C)cc1
(23) Cc1cc2c(s1)CCCCC(=O)N2
(24) COCC(=O)N(Cc1cc2ccccc2[nH]c1=O)c1ccc(OC)cc1
(25) O=C(NCc1cccs1)C1CCN(c2ccc(S(=O)(=O)N3CCOCC3)cc2Cl)CC1
(26) Cn1c(=O)c2c(nc(CN3CCc4ccccc4C3)n2Cc2ccc(Cl)cc2)n(C)c1=O
(27) O=C(CSc1nccn1-c1cccc(Cl)c1)NC1CCCC1
(28) Fc1ccc(-c2nnc3ccc(N4CCCC4)nn23)cc1
(29) CCN(CC)CCN1C(=O)C(=O)/C(=C(/O)c2c(C)[nH]c(C(=O)OC)c2C)C1c1cccnc1 (stereo unspecified)
(30) Cc1cc2occ(CC(=O)Nc3nccs3)c2cc1C(C)C
compound no.	21	22	23	24	25	26	27	28	29	30
PLAP inhibition	-6.0%	-11.2%	-12.2%	-11.3%	-38.5%	·	-16.9%	-29.6%	-18.5%	8.9%
MRP resist rev	8.3	9.9	·	-10.4	-17.4	7.1	-6.0	0.2	-6.7	·
MRP resist rev cytotoxicity	93.2	93.7	·	44.8	17.6	80.7	74.7	64.5	106.4	·
MRP resist rev with doxorubicin	85.0	83.9	·	55.3	35.0	73.6	80.7	64.3	113.1	·
IL1B NFkB inh	-7.6	-8.0	-26.7	-31.4	-2.2	-5.0	-12.3	·	-13.8	11.6
IL1B NFkB inh cell count 2 µM	137	159	170	96	81	160	172	·	90	127
NFkB transloc pot	7.6	8.0	26.7	31.4	2.2	5.0	12.3	·	13.8	-11.6
NFkB transloc pot cell count 2 µM	137	159	170	96	81	160	172	·	90	127
Bcl-B displacement	-1.7%	-26.1%	23.0%	-7.7%	4.4%	·	-3.6%	-3.8%	-2.3%	-0.5%

(31) CN1C(=O)CSc2ccc(C(=O)O)cc21
(32) COc1ccc(CC(=O)Nc2ccc(S(=O)(=O)NCC3CCCO3)cc2)cc1 (stereo unspecified)
(33) Cc1ccc2c(c1)-c1ccccc1S(=O)(=O)N2
(34) CC(C)C(=O)Nc1ccc(C(=O)NC2CCSC2=O)cc1 (stereo unspecified)
(35) Cc1ccc(C(=O)O)cc1NC(=O)c1cccs1
(36) O=c1nc2n(c3cc(Cl)c(S(=O)(=O)N4CCOCC4)cc13)CCCCC2
(37) O=C(CN1C(=O)c2ccccc2S1(=O)=O)Nc1ccccc1C(=O)NCc1ccco1
(38) CC(C)(C)n1cnc2cc(NS(=O)(=O)c3ccccc3)ccc21
(39) COCCn1c(SCCCc2ccccc2)nc2c1c(=O)[nH]c(=O)n2C
(40) CCOC(=O)C(C)Oc1ccc2c(C)cc(=O)oc2c1C(C)=O (stereo unspecified)
compound no.	31	32	33	34	35	36	37	38	39	40
PLAP inhibition	14.9%	17.0%	14.8%	-44.2%	·	4.9%	·	12.4%	-24.5%	-8.5%
MRP resist rev	3.3	11.5	-15.4	-21.9	-2.3	4.1	·	7.4	3.4	5.5
MRP resist rev cytotoxicity	108.4	103.9	73.9	70.9	98.4	97.9	·	98.0	68.5	94.9
MRP resist rev with doxorubicin	105.1	92.4	89.2	92.8	100.7	93.8	·	90.5	65.1	89.4
IL1B NFkB inh	-3.7	-9.3	11.0	-9.5	-5.9	6.5	-3.5	-18.8	·	-33.6
IL1B NFkB inh cell count 2 µM	46	158	125	202	90	188	127	163	·	38
NFkB transloc pot	3.7	9.3	-11.0	9.5	5.9	-6.5	3.5	18.8	·	33.6
NFkB transloc pot cell count 2 µM	46	158	125	202	90	188	127	163	·	38
Bcl-B displacement	-3.3%	-1.1%	0.8%	2.0%	·	10.2%	·	-4.5%	14.2%	5.7%

(41) NC(=O)C1CCN(C(=O)C23CC4CC(CC(C4)C2)C3)CC1
(42) COc1ccc(C(=O)NCC(=O)n2nc(C)cc2C)cc1OC
(43) CCc1cc2c(cc(C(=O)O)n2C)s1
(44) NC1=NC2=C(CCCC2)C2(CCCCC2)S1
(45) Cc1ccc(CNC(=O)c2cc3c(=O)n(C)c4ccccc4c3n2C)o1
(46) COc1ccc(C(=O)CSc2nnc(-c3ccco3)n2CC2CCCO2)cc1 (stereo unspecified)
(47) CC(C)(O)C#Cc1ccc(C(=O)NCc2cccs2)s1
(48) Cc1cc(C(F)(F)F)nn1CC(=O)NNC(=S)Nc1cccc(Cl)c1
(49) CCC(c1c(C)n(C)n(-c2ccccc2)c1=O)c1c(C)n(C)n(-c2ccccc2)c1=O
(50) O=C(c1cc2nc(-c3ccco3)cc(C(F)(F)F)n2n1)N1CCCCCC1
compound no.	41	42	43	44	45	46	47	48	49	50
PLAP inhibition	-11.0%	3.3%	14.9%	-14.5%	20.4%	-9.4%	12.0%	-47.7%	14.6%	-30.9%
MRP resist rev	·	1.3	-4.9	9.0	-11.9	-2.9	-5.7	·	7.3	2.0
MRP resist rev cytotoxicity	·	97.9	85.7	54.4	63.1	76.0	73.7	·	103.1	87.6
MRP resist rev with doxorubicin	·	96.6	90.6	45.4	75.1	78.8	79.4	·	95.8	85.7
IL1B NFkB inh	-12.5	0.1	-4.6	-7.9	5.2	2.9	0.2	-4.8	-7.7	3.2
IL1B NFkB inh cell count 2 µM	137	164	191	123	167	103	144	197	63	157
NFkB transloc pot	12.5	-0.1	4.6	7.9	-5.2	-2.9	-0.2	4.8	7.7	-3.2
NFkB transloc pot cell count 2 µM	137	164	191	123	167	103	144	197	63	157
Bcl-B displacement	11.1%	-3.6%	-18.8%	-0.5%	-14.7%	-15.8%	-7.6%	-10.3%	-1.3%	-3.8%

(51) Cc1ccc2ccccc2c1COC(=O)c1nonc1N
(52) CC1CCCCN1S(=O)(=O)c1ccc(S(=O)(=O)N2CCN(c3ccccc3)CC2)cc1 (stereo unspecified)
(53) CCOc1ccccc1-n1c(SCC(=O)NC)nnc1-c1ccco1
(54) O=C(O)COc1ccc2c3c(c(=O)oc2c1)CCC3
(55) O=C(NC1CCCCCC1)c1ccc(CN2CCOCC2)cc1
(56) CCN(CC)C(=O)COc1ccc2oc(C)c(C(=O)OC)c2c1
(57) CCCCCCC1CCC(C(=O)Nn2c(C)nc3ccccc3c2=O)CC1 (stereo unspecified)
(58) COc1ccc2cc(CN(CCO)C(=O)c3ccc(Br)cc3)c(=O)[nH]c2c1
(59) CC1N(C)c2cc(NC(=O)c3ccco3)ccc2C1(C)C (stereo unspecified)
(60) O=C(C1CCN(c2nnc(-n3cccc3)s2)CC1)N1CCOCC1
compound no.	51	52	53	54	55	56	57	58	59	60
PLAP inhibition	20.3%	42.1%	6.3%	7.1%	6.4%	6.6%	-33.6%	-13.5%	0.7%	-26.2%
MRP resist rev	37.9	1.6	3.0	10.7	-3.0	9.8	-4.7	12.6	1.6	1.9
MRP resist rev cytotoxicity	101.6	48.5	93.7	90.3	82.8	70.8	34.8	102.6	88.1	85.3
MRP resist rev with doxorubicin	63.7	46.9	90.7	79.7	85.8	61.0	39.5	90.0	86.5	83.4
IL1B NFkB inh	-35.5	-12.2	-6.3	-3.7	-3.4	-10.1	-1.1	-18.6	-24.1	·
IL1B NFkB inh cell count 2 µM	135	65	143	155	149	146	168	130	197	·
NFkB transloc pot	35.5	12.2	6.3	3.7	3.4	10.1	-3.2	18.6	24.1	·
NFkB transloc pot cell count 2 µM	135	65	143	155	149	146	75	130	197	·
Bcl-B displacement	1.9%	8.2%	-12.1%	-7.1%	-3.3%	-5.7%	-5.0%	-2.2%	-20.7%	-6.0%
